KOR beta-arrestin-1: KOR agonists, beta-arrestin recruitment, primary screen, cell-based, luminescence, uHTS (AID 1777). Kappa-type opioid receptor (Homo sapiens). KOR beta-arrestin recruitment, luminescence; higher % means a stronger effect. activation, % at 10 µM, or EC50 in µM where a hit was titrated. 280,000 compounds, 0.02% hits; in the data active = activation above about 50%, passing the limit was not always enough; note: a part of the inactive calls stands beside numbers as strong as those of hits
West Nile virus CPE: West Nile virus antiviral activity, cell-based, CPE readout (AID 1621); West Nile virus-infected cells, CPE inhibition; higher % means a stronger effect; one-dose CPE inhibition, % at 10 µM; IC50 in µM for titrated hits; 290,000 compounds, 0.02% hits; in the data active = a potency from the dose series; note: strong numbers were not always called active
T cell HTS: modulators of CD8 T cell-vesicle binding, primary screen, mouse 2C CD8+ T cells, flow cytometry | 2C CD8+ T cell-vesicle binding; active compounds read low | calls only at 7 µM | 330,000 compounds, 0.068% hits | AID 2052, 2009;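 active = response, share of CD8 T cells binding vesicles, and their 90th percentile fluorescence all below set limits, cut at about 80% in these data, passing the limit was not always enough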
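Incubation: binding step 1.5 h, 37 °C, antibody labelling 20 min, ice; system: murine 2C transgenic CD8+ T lymphocytes; technique: cytometric PE anti-B7-1 and Alexa647 anti-CD8 signals after 1% paraformaldehyde fixation; also added: QL9-charged Drosophila Ld/ICAM-1/B7-1 vesicles; control set: naked versus QL9-loaded vesicles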
KOR beta-arrestin-2: KOR antagonists, beta-arrestin recruitment, cell-based, luminescence, uHTS (AID 1778) | Kappa-type opioid receptor (Homo sapiens) | KOR beta-arrestin recruitment, luminescence, antagonist mode; higher % means a stronger effect | inhibition, % at 10 µM; hits with a dose series show IC50 in µM | 290,000 compounds, 0.091% hits; in the data active = inhibition above about 50%; note: strong numbers were not always called active
GPR55 antagonists: GPR55 antagonists blocking LPI-driven arrestin recruitment, primary screen, imaging, U2OS, beta-arrestin-GFP, LPI agonist (AID 2013); inhibition, % at 10 µM, or IC50 in µM where a hit was titrated; G-protein coupled receptor 55 (Homo sapiens); U2OS GPR55 beta-arrestin-GFP translocation imaging, LPI antagonism; higher % means a stronger effect; 290,000 compounds, 0.13% hits;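 active = spots per cell inhibited over 60%, with over 100 cells counted and total cytoplasm intensity under 500,000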;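 note: U2OS cells stably carrying GPR55 and arrestin-GFP stimulated by 5 µM LPI near EC80; imaged beta-arrestin-GFP aggregate spots per cell after agonist stimulation; plate controls were LPI-stimulated DMSO wells for no effect and DMSO wells without LPI for full effect; some results filed as inactive read as strong as hits; confirmed hits need IC50 under 10 µM and bright autofluorescent wells are also inconclusive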
PhoP inhibition: inhibitors of PhoP regulon expression, primary screen, Salmonella Typhimurium, GFP reporter (AID 1863) | S. Typhimurium PhoP-regulated promoter GFP reporter, 4 h; higher % means a stronger effect | inhibition, % at 50 µM, or IC50 in µM where a hit was titrated | 300,000 compounds, 0.16% hits;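 active = inhibition over 29.93%, a cutoff 3 SD above the screen mean, later confirmed by dose response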;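 note: 0% = low Mg2+ inducing control and 100% = high Mg2+ repressing control; strong numbers were not always called active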
GPR55 beta-arrestin: GPR55 agonists via beta-arrestin recruitment, primary screen, imaging, U2OS cells, beta-arrestin-GFP redistribution (AID 1961); G-protein coupled receptor 55 (Homo sapiens); U2OS GPR55 beta-arrestin-GFP redistribution imaging; higher % means a stronger effect; one-dose activation, % at 10 µM; EC50 in µM for titrated hits; 290,000 compounds, 0.048% hits;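 active = activation above 40% with more than 50 cells counted in the well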;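 note: U2OS osteosarcoma cells stably expressing GPR55 and beta-arrestin-GFP; plate controls were DMSO negative control for no effect and LPI positive control for full effect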
NTR1 ag: agonists of NTR1, primary screen, imaging, U2OS cells, beta-arrestin-GFP, high content (AID 493036); Neurotensin receptor type 1 (Homo sapiens), P30989; NTR1-U2OS beta-arrestin-GFP spot imaging, agonist mode; activation, % at 20 µM; 330,000 compounds, 0.17% hits;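 active = activation at or above 40% of the spot to cytoplasm intensity ratio, with at least 20 cells analyzed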;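 note: 0% = DMSO without peptide and 100% = 100 nM NTR1 peptide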
Target sequence (P30989 whole entry, looked up): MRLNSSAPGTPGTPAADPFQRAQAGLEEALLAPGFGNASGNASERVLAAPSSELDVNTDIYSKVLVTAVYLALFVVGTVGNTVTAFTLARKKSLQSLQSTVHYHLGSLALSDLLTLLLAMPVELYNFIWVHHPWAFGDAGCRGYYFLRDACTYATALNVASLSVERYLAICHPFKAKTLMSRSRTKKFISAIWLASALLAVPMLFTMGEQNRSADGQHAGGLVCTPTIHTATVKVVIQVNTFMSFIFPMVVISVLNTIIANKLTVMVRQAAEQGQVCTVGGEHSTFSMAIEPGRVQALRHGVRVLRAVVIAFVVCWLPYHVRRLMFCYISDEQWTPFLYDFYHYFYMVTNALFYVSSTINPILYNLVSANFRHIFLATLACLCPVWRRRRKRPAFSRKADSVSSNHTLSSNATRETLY
GPR35 arrestin U2OS: GPR35 antagonists blocking zaprinast-driven arrestin recruitment, primary screen, imaging, U2OS, beta-arrestin-GFP, zaprinast agonist (AID 2058); 290,000 compounds, 0.052% hits; inhibition, % at 10 µM; hits with a dose series show IC50 in µM; U2OS GPR35 beta-arrestin-GFP translocation imaging, zaprinast antagonism; higher % means a stronger effect;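 active = inhibition of at least 50% with at least 30 cells and total cytoplasm GFP at most 10,000,000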
T cell HTS vesicle-bound %: recorded beside T cell HTS, whose call it bears; double positive events, %; measured here: CD8+ vesicle-bound cell fraction;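 binding gate set so that unloaded-vesicle control wells show 10% double positive cells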
NTR1 ag cell count 20 µM: recorded beside NTR1 ag, whose call it bears; cell count; measured here: cell count, cytotoxicity flag
* = called active by the depositor; i = inactive; / = no result given; & = joins results of further samples; [ ] = dose if it differs, or a comment.

Order of results – KOR beta-arrestin-1	West Nile virus CPE	T cell HTS	T cell HTS vesicle-bound %	KOR beta-arrestin-2	GPR55 antagonists	PhoP inhibition	GPR55 beta-arrestin	NTR1 ag	NTR1 ag cell count 20 µM	GPR35 arrestin U2OS
Cc1cc(C(=O)COC(=O)c2csc3c2CCCC3)c(C)n1C
  -3.9%	-0.7%	i	14.4	25.2%	0.7%	-0.1%	-1.0%	0.2	94	6.9%
CC(C)C(NS(=O)(=O)c1cccs1)C(=O)NCc1ccc2c(c1)OCO2 (centres undefined)
  -4.9%	-0.3%	i	36.3	-24.7%	-2.4%	-12.3%	-0.3%	-0.2	77	0.1%
CCc1ccc2oc(C(=O)NCc3ccncc3)c(C)c2c1
  1.4%	0.0%	i	54.2	-4.0%	3.3%	-0.6%	-0.4%	-0.3	80	5.2%
Cc1ccc(CC(=O)Nc2cccnc2)cc1
  8.5%	-0.1%	i	29.3	-25.9%	-8.6%	-0.1%	-0.2%	-0.2	86	1.5%
COC(=O)c1ccc(C(=O)N2CCCC(Nc3ccc(C(C)C)cc3)C2)nc1 (centres undefined)
  0.5%	0.4%	i	22.8	-22.8%	2.7%	8.0%	0.2%	2.2	55	17.4%
Cc1ccc(/C=C2\SC(N)=NC2=O)s1
  -0.9%	-0.5%	i	51.3	9.9%	9.6%	-3.3%	-0.3%	-0.2	59	6.6%
O=C(Nc1ccc2ccccc2n1)C1CCCCC1
  4.1%	-0.1%	i	29.4	-35.3%	5.2%	-7.9%	-0.2%	1.5	57	-2.6%
O=C(COc1ccccc1)NCc1ccc2c(c1)OCO2
  4.4%	-0.1%	i	34.8	12.7%	-1.4%	9.4%	-0.3%	3.2	63	12.1%
Cc1cc(C)nc(NS(=O)(=O)c2ccc(N=Cc3c(C)[nH]n(-c4ccccc4)c3=O)cc2)n1
  5.5%	-0.1%	i	51.4	3.1%	11.2%	-8.5%	-0.3%	0.5	57	1.9%
COc1ccc(CN(C(=O)c2nsc(Cl)c2Cl)C(C(=O)NC2CCCC2)c2ccc(OC)cc2)cc1 (centres undefined)
  25.4%	-1.6%	i	47.8	25.4%	9.3%	23.4%	0.4%	1.4	100	2.0%
COc1ccc(/C(C)=N/Nc2nc3ccccc3nc2C)cc1OC
  4.9%	0.0%	i	29.8	21.4%	-1.9%	-6.4%	0.5%	1.8	35	3.8%
CC(C)C(C(=O)NC1CCCC1)N(CC1CCCO1)C(=O)CNS(=O)(=O)c1ccc(F)cc1 (centres undefined)
  -0.1%	-0.3%	i	38.1	11.3%	13.3%	11.0%	-0.2%	-1.0	47	-2.5%
CC(C)(C)NC(=O)C1CC(=O)N(CCc2ccc(F)cc2)C1 (centres undefined)
  0.1%	-0.3%	i	58.0	-24.4%[20 µM]	3.7%	1.1%	0.5%	0.8	60	-9.5%
CC(CCc1ccco1)NC(=O)CSc1cc(=O)n(C)c2ccccc12 (centres undefined)
  -1.3%	-0.3%	i	/	17.4%	10.1%	-6.5%	-0.1%	1.2	70	3.6%
COc1ccc2nc(NC(=O)C3CCCN(S(=O)(=O)c4cccc5nonc45)C3)sc2c1 (centres undefined)
  -6.2%	0.1%	i	28.3	-11.0%	39.4%	-7.0%	-0.2%	-0.8	75	-8.7%
O=C(Nc1nc2ccccc2c(=O)[nH]1)c1ccccc1SCc1ccccc1
  2.2%	-1.1%	i	34.9	-42.9%	4.8%	-6.2%	0.2%	1.6	54	-0.9%
COC(=O)C1C(=O)c2c(C)noc2CC1(C)C (centres undefined)
  /	0.0%	i	23.7	0.0%[20 µM]	3.6%	2.7%	-0.1%	2.3	33	26.7%
COc1ccc(CCNC(=O)c2ccc(CSc3ccccc3)o2)cc1
  -3.8%	-0.6%	i	54.3	8.0%	-7.2%	-8.4%	-0.5%	0.7	63	12.1%
COCCn1c(C)cc(C(=O)CSc2ncn[nH]2)c1C
  0.0%	-0.1%	i	26.8	38.9%	17.1%	-0.1%	-0.2%	1.0	66	16.0%
COc1cccc(NC(=O)Nc2nnc(CC(=O)NCc3ccccc3)s2)c1
  6.0%	0.0%	i	20.5	-2.1%	4.3%	-6.2%	0.3%	-0.8	63	-4.8%
COc1ccc(C(C#N)N2N=C(C)CC2(C)C)cc1 (centres undefined)
  1.8%	0.1%	i	63.8	-1.4%	7.2%	15.8%	0.0%	0.3	47	13.7%
CCOC(=O)c1ccccc1NC(=O)Cn1cnc2c(cnn2-c2ccccc2)c1=O
  0.6%	0.5%	i	40.3	15.8%	13.1%	-2.1%	0.3%	6.7	38	1.5%
Cc1cccc(NC(=O)CN2CCc3cc4c(cc3C2)OCCCO4)c1
  -5.0%	0.2%	i	14.6	-0.7%	-7.1%	2.4%	-0.2%	-0.6	56	5.6%
CC1CCN(CC(O)CN2c3ccccc3Sc3ccccc32)CC1 (centres undefined)
  -1.6%	-0.8%	i	13.0	7.9%	10.3%	11.3%	-0.2%	4.6	82	-12.6%
C/C=C/C(=O)N1CC2(CC(c3cccc(NC(=O)/C(C)=C/C)c3)=NO2)C[C@H]1C(N)=O (some centres undefined)
  2.7%	0.2%	i	14.8	13.7%	-2.5%	-3.8%	-0.1%	-4.1	98	2.9%
CCCCNC(=O)CCCCCn1c(=O)[nH]c2cc(C(=O)OC)ccc2c1=O
  2.6%	-0.5%	i	40.9	-6.8%	12.2%	8.6%	0.2%	1.2	57	-10.3%
Cc1cccc(OCCC(=O)Nc2ccc(S(=O)(=O)N3CCCC3)cc2)c1
  8.3%	0.3%	i	9.3	-25.3%	8.2%	-4.1%	-0.1%	0.1	45	16.9%
Cn1cnnc1SCC(=O)c1ccc2c(c1)CCCC2
  -1.4%	-0.2%	i	28.8	5.0%	-5.5%	9.9%	0.2%	1.1	53	-6.3%
CC(C)(C)c1ccccc1NC(=S)NC1CCCC1
  -4.9%	-1.4%	i	9.6	15.5%	6.7%	-2.5%	-0.1%	1.1	46	-0.3%
COc1cc(NC(=O)CCNS(=O)(=O)c2ccc3c(c2)CCC(=O)N3)cc(OC)c1
  -0.4%	-0.2%	i	30.9	19.5%	5.5%	4.4%	-0.2%	3.3	83	-6.5%

Structures above containing a tert-butyl group, in the order listed:
Order of results – KOR beta-arrestin-1	West Nile virus CPE	T cell HTS	T cell HTS vesicle-bound %	KOR beta-arrestin-2	GPR55 antagonists	PhoP inhibition	GPR55 beta-arrestin	NTR1 ag	NTR1 ag cell count 20 µM	GPR35 arrestin U2OS
CC(C)(C)NC(=O)C1CC(=O)N(CCc2ccc(F)cc2)C1 (centres undefined)
  0.1%	-0.3%	i	58.0	-24.4%[20 µM]	3.7%	1.1%	0.5%	0.8	60	-9.5%
CC(C)(C)c1ccccc1NC(=S)NC1CCCC1
  -4.9%	-1.4%	i	9.6	15.5%	6.7%	-2.5%	-0.1%	1.1	46	-0.3%

Following part
Order of results – KOR beta-arrestin-1	West Nile virus CPE	T cell HTS	T cell HTS vesicle-bound %	KOR beta-arrestin-2	GPR55 antagonists	PhoP inhibition	GPR55 beta-arrestin	NTR1 ag	NTR1 ag cell count 20 µM	GPR35 arrestin U2OS
Cc1cc(/C=N/NC(=O)C(O)(c2ccccc2)c2ccccc2)c(C)n1-c1cccc(C(=O)O)c1
  4.6%	0.5%	i	17.0	16.5%	1.1%	-3.1%	-0.2%	1.1	59	-7.7%
O=C(CSc1nnc(-c2ccco2)o1)NC(=O)Cc1ccccc1
  -3.3%	0.1%	i	31.7	19.5%	-7.7%	-0.9%	0.0%	-3.0	83	-5.8%
Cc1nc(C)c(C(=O)OCC(=O)N2CCN(c3ccccc3)CC2)s1
  1.1%	-0.2%	i	10.6	-1.6%	-6.1%	5.4%	-0.2%	1.3	66	9.5%
CSCC[C@H](NC(=O)N1CCn2c1nc1ccccc12)C(=O)NCc1ccc2c(c1)OCO2
  /	-0.6%	i	2.4	/	7.5%	8.5%	-0.1%	1.3	62	-0.9%
COc1cccc(CN2CCN(S(=O)(=O)c3ccc(NC(C)=O)cc3)CC2)c1OC
  /	-0.3%	i	19.3	0.3%[20 µM]	0.3%	9.8%	-0.1%	-1.9	30	-8.1%
Cc1ccc(S(=O)(=O)c2c(C)cc(C)nc2N2CCOCC2)cc1
  -0.7%	1.1%	i	34.1	-3.5%	5.2%	1.6%	0.2%	0.6	56	5.4%
CC1CCCC(NC(=S)NC(=O)c2cncc(Br)c2)C1C (centres undefined)
  0.3%	-1.0%	i	30.4	16.3%	7.4%	-2.1%	0.1%	18.2	52	/
CNC(=S)N/N=C(\C)c1ccc(C)c(C)c1
  -1.1%	-1.0%	i	50.4	-18.3%	5.2%	-1.0%	-0.2%	-2.5	67	-14.5%
COc1ccc(N2C(=O)CCC(C(=O)NCc3ccccn3)C2c2ccc(F)cc2)cc1 (centres undefined)
  -0.4%	-0.2%	i	55.3	-43.1%	15.0%	-7.2%	0.5%	1.0	80	14.0%
Cc1ccccc1Nc1nnc(C)c(=O)n1N
  4.1%	0.1%	i	8.8	-58.5%	-9.8%	21.1%	0.2%	0.9	63	14.6%
Cc1csc(C(=O)NCC(=O)NNC(=O)c2cccc(Cl)c2)c1
  3.7%	0.2%	i	16.5	-13.1%	15.4%	-7.7%	-0.2%	1.5	41	0.4%
COc1ccc2nc(SC(C(=O)c3ccccc3)c3ccccc3)nc(C)c2c1 (centres undefined)
  0.4%	-1.6%	i	42.1	-32.2%	10.7%	7.3%	31.5%	6.6	86	0.1%
COC(=O)CNc1nc(-c2ccncc2)nc2ccccc12
  0.9%	/	i	40.2	30.6%	11.9%	3.4%	0.0%	-0.9	81	-8.6%
COc1ccc2cc3cc(C(=O)NCC4CCCO4)oc3nc2c1 (centres undefined)
  -3.4%	-0.1%	i	43.5	27.5%	-2.4%	6.4%	-0.2%	-0.7	66	-0.5%
CCCn1c(C(C)Nc2nc(-c3ccc(C)cc3)cs2)nc2ccccc21 (centres undefined)
  -1.4%	-1.1%	i	17.2	-22.5%[20 µM]	-2.7%	-6.6%	-0.3%	8.4	75	11.1%
COc1cc2cc(Oc3ccc4ccc(=O)oc4c3)c(=O)oc2cc1O
  1.5%	-0.3%	i	14.9	-21.3%	8.9%	6.0%&3.1%	-0.3%	0.9	87	4.5%
O=C(Nc1ccc(Br)cc1)c1cnc[nH]1
  -0.7%	-0.1%	i	42.6	4.6%	-2.6%	-3.0%	-0.1%	-1.3	79	4.1%
